From PubChem
Rpn11 inh: Rpn11 (PSMD14) deubiquitinase inhibitors, primary screen, biochemical, fluorescence polarization, uHTS | 26S proteasome non-ATPase regulatory subunit 14 (Homo sapiens), O00487 | human 26S proteasome, Ub4-pepOG fluorescence polarization; 20S core pre-blocked with epoxomicin | calls only at 20 µM | hit rate 0.59% among 360,000 | AID 588493, 2011;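 active means inhibition at 20 µM, scaled to each plate's controls, above about 33%, limit read from the data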
Target sequence (O00487 whole entry, looked up): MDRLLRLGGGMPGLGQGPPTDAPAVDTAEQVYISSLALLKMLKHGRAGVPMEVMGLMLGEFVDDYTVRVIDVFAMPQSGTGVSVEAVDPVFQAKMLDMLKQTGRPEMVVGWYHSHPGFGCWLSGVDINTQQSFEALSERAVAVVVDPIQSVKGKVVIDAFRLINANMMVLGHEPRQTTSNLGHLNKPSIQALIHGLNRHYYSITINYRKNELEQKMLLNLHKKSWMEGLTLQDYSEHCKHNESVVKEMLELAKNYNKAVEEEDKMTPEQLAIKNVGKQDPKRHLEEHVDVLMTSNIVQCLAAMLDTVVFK
CSN inh: inhibitors of CSN-mediated cullin deneddylation, primary screen, biochemical, fluorescence polarization, uHTS; COP9 signalosome complex subunit 5 (Homo sapiens), Q92905; hit rate 0.38% among 360,000; Purified CSN, SCF-Nedd8-OG deneddylation; inhibition, % at 12.5 µM;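 active means pattern-corrected inhibition above about 35%, with an unprinted fluorescence ratio check between 0.5 and 1.5, limit read from the data, passing the limit was not always enough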;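 further: 0% = enzyme with substrate and 100% = substrate without enzyme; some results filed as inactive read as strong as hits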
Target sequence (Q92905 whole entry, looked up, one chain of several): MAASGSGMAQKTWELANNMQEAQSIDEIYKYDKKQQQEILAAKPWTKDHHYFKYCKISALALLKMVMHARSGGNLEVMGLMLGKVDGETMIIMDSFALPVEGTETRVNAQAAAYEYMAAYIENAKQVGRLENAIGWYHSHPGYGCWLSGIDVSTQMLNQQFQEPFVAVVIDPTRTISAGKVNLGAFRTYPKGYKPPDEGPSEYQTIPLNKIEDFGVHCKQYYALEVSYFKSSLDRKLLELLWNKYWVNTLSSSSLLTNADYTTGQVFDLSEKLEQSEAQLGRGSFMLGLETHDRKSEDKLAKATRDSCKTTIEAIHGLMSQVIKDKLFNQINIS
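Material: purified human Csn5 enzyme expressed in HEK293T cells / Medium: Tris buffer pH 7.5, NaCl, DTT, Tween-20, trehalose, ovalbumin / Compound dosing: 12.5 µM single point / Schedule: 90 min incubation of compound, enzyme and substrate at room temperature / Signal: fluorescence polarization of the substrate / Control set: no-enzyme wells high, enzyme-with-substrate wells low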
MsrA inh: bovine MsrA enzyme inhibitors, primary screen, biochemical, absorbance, HTS | Methionine sulfoxide reductase A (Bos taurus) | purified bovine MsrA, absorbance read-out | inhibition, % at 15.5 µM | hit rate 0.75% among 360,000; in the data active means inhibition above about 4.5%;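 further: 0% = vehicle wells with enzyme and 100% = reference inhibitor wells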
FAS-TE inh: FAS thioesterase domain inhibitors, primary screen, biochemical, fluorescence intensity, uHTS. AID 602261, 2012. hit rate 0.67% among 360,000. Fatty acid synthase (Homo sapiens), P49327. recombinant FAS-TE, OMFH fluorogenic substrate, fluorescence endpoint. inhibition, % at 15 µM;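 active means compounds whose normalised, plate-corrected inhibition of enzyme fluorescence in the single-dose primary screen is 50% or more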;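 further: 0% = DMSO with enzyme and 100% = substrate without enzyme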
MT1-MMP act inh: blockers of MT1-MMP proenzyme processing, primary screen, HT1080 RFP-PRO-GFP cells, GFP/RFP fluorescence; GFP/RFP ratio change, % at 20 µM; AID 651647, 2012; hit rate 0.061% among 360,000; GFP/RFP ratio fluorescence, overnight; percent of plate control window, DMSO zero;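 active means GFP/RFP ratio change of at least 30% with cell ATP level not reduced by more than half and red fluorescence within 50% of control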; further: strong numbers were not always called active
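Assay system: HT1080 RFP-PRO-GFP cells | Dosing: 20 µM single dose, 1% DMSO | Incubation: Cells overnight before dosing, compound overnight, 37 °C, 5% CO2 | Evaluation: GFP/RFP fluorescence ratio | Control set: DMSO-only wells and HT1080 RFP-L50D-GFP cell wells as references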
Rin1-Abl PPI inh: inhibitors of Rin1-Abl protein binding, primary screen, biochemical, TR-FRET. inhibition, % at 7.35 µM. hit rate 0.4% among 360,000. AID 588664, 2011; in the data active means inhibition above about 5%, passing the limit was not always enough
MsrA act: bovine MsrA enzyme activators, primary screen, biochemical, absorbance, HTS; activation, % at 10.6 µM; Methionine sulfoxide reductase A (Bos taurus); hit rate 0.3% among 360,000; AID 602163, 2012; purified bovine MsrA, absorbance read-out; in the data active means activation above about 7.5%;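 further: 0% = vehicle and 100% = reference activator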
MLLE-PAM2 inh: inhibitors of PABP1 MLLE–PAM2 peptide binding, primary screen, biochemical, fluorescence polarization, FITC-PAM2, GST-MLLE; inhibition, % at 20 µM; hit rate 0.36% among 360,000; in the data active means inhibition above about 35%, passing the limit was not always enough;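 further: plate controls were DMSO wells with GST-MLLE for no effect and wells lacking GST-MLLE protein for full effect; some results filed as inactive read as strong as hits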
eLon inh: inhibitors of E. coli Lon protease, primary screen, biochemical, fluorescence polarization; P0A9M0; purified E. coli Lon protease; inhibition, % at 7.94 µM; hit rate 0.42% among 360,000; in the data active means inhibition above about 13%, passing the limit was not always enough;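 further: 0% = enzyme with probe and DMSO and 100% = no enzyme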
* marks the source's active call; other numbers are inactive results; i = inactive; + = active, no number.

SMILES | Rpn11 inh | CSN inh | MsrA inh | FAS-TE inh | MT1-MMP act inh | Rin1-Abl PPI inh | MsrA act | MLLE-PAM2 inh | eLon inh
O=C(COc1cccc2ccccc12)NNC(=O)C1CCCO1 (configuration not stated) | i | -0.1 | -0.3 | -6.9 | 0.8 | -7.5 | -3.1 | 0.6 | 12.9
CC(C)NC(=O)CCn1c(=S)oc2ccccc21 | i | 0.7 | -1.5 | -13.9 | -3.3 | -1.7 | -4.8 | 1.2 | 1.5
CC(C)OCCCNC(=O)c1cn(C)c2ccc(S(=O)(=O)N(C)C3CCCCC3)cc2c1=O | i | 1.5 | -0.6 | 33.9 | -0.6 | 2.0 | -2.3 | 11.3 | -4.7
CC(C)C(=O)N1C2CCC1CC(O)(c1ccc(F)cc1)C2 (configuration not stated) | i | -2.3 | -0.5 | -6.2 | 0.5 | 7.0* | -2.9 | -6.5 | -0.3
Cc1cc(C)c(C(=O)C(C)OC(=O)Cc2n[nH]c(=O)c3ccccc23)cc1C (configuration not stated) | i | -3.4 | -1.9 | -3.7 | -0.4 | -0.9 | -3.2 | 2.2 | -4.8
COc1ccc(-c2nc3ccc(Br)cn3c2Cc2ccccc2C(F)(F)F)cc1OC | i | -3.4 | -0.1 | 9.6 | 0.8 | -8.6 | -2.5 | -16.7 | -13.3
O=C(O)c1ccccc1CSc1nc2ccccc2[nH]1 | i | 6.3 | -1.6 | -4.3 | 0.2 | 0.7 | -4.6 | -23.6 | -2.0
O=C(NCC1CCN(c2ccc(S(=O)(=O)N3CCOCC3)cc2)CC1)c1cccc(Cl)c1 | i | 0.3 | -0.3 | 24.8 | 2.3 | 4.1 | -3.3 | -4.0 | -8.3
CCOc1cccc(SCc2noc(C(=O)NCCOC)c2C(=O)O)c1 | i | -2.5 | 0.4 | -13.8 | 0.1 | 1.4 | 1.3 | 1.8 | 0.9
CCOC(=O)N1CCN(C(=S)NC(=O)c2c(-c3c(Cl)cccc3Cl)noc2C)CC1 | i | -0.9 | 0.1 | -7.3 | 3.9 | 1.1 | -9.8 | -8.4 | -0.5
CC(=O)c1ccc(OCC(=O)NCC(c2ccco2)N2CCCCC2)cc1 (configuration not stated) | i | 2.5 | 1.2 | -2.3 | 0.1 | -1.4 | -2.8 | 3.2 | -3.7
Cc1cccc(Cn2c(SCCN3CCOCC3)nc3c2c(=O)n(C)c(=O)n3C)c1 | i | -4.6 | 0.1 | -4.2 | -2.4 | -1.0 | -2.1 | -86.0 | -7.3
CCOc1ccc2nc(NC(=O)CN3CCOCC3)sc2c1 | i | 0.2 | 0.1 | -4.5 | 4.5 | -1.6 | -4.1 | 1.4 | -1.7
CCOc1cccc2cc(C(=O)OCC(=O)Nc3c(C)cccc3CC)c(=O)oc12 | i | 2.9 | -1.7 | -1.1 | -2.2 | -2.8 | -1.9 | 1.9 | -9.2
COc1ccc(N2C(=O)C3CCCN3C2=S)cc1 (configuration not stated) | i | -4.3 | -0.8 | 1.4 | -3.9 | 0.3 | -2.1 | 19.4 | -4.2
COc1ccccc1NC(=O)C(C)OC(=O)C1COc2ccccc2O1 (configuration not stated) | i | -3.7 | 0.8 | -3.3 | -1.9 | 0.1 | 1.9 | -3.2 | 1.6
COC(=O)N/N=C\c1c(C)nn(-c2ccccc2)c1Cl | i | -0.2 | -0.4 | -9.1 | 0.3 | -1.2 | -3.8 | -6.2 | -5.9
COCCNc1nc(N)c([N+](=O)[O-])c(NCC2CCCO2)n1 (configuration not stated) | i | -3.7 | 4.5 | -2.4 | -3.1 | 0.4 | -10.0 | -10.8 | 13.7
Cc1ccc(S(=O)(=O)NCCc2ccncc2)cc1[N+](=O)[O-] | i | -3.5 | 2.3 | -3.3 | -2.0 | 1.0 | -5.0 | -0.1 | -4.1
CCCNC(=O)C(Cc1ccccc1)NS(=O)(=O)c1cccc2nsnc12 (configuration not stated) | i | 0.4 | 1.3 | -3.9 | 0.1 | -3.3 | -0.9 | -1.8 | -3.6

One compound at a time (already shown).
`CC(C)C(=O)N1C2CCC1CC(O)(c1ccc(F)cc1)C2` (configuration not stated) is listed as Rpn11 inh: i; CSN inh: -2.3; MsrA inh: -0.5; FAS-TE inh: -6.2; MT1-MMP act inh: 0.5; Rin1-Abl PPI inh: 7.0*; MsrA act: -2.9; MLLE-PAM2 inh: -6.5; eLon inh: -0.3
`O=C(O)c1ccccc1CSc1nc2ccccc2[nH]1` is listed as Rpn11 inh: i; CSN inh: 6.3; MsrA inh: -1.6; FAS-TE inh: -4.3; MT1-MMP act inh: 0.2; Rin1-Abl PPI inh: 0.7; MsrA act: -4.6; MLLE-PAM2 inh: -23.6; eLon inh: -2.0
`COC(=O)N/N=C\c1c(C)nn(-c2ccccc2)c1Cl` is listed as Rpn11 inh: i; CSN inh: -0.2; MsrA inh: -0.4; FAS-TE inh: -9.1; MT1-MMP act inh: 0.3; Rin1-Abl PPI inh: -1.2; MsrA act: -3.8; MLLE-PAM2 inh: -6.2; eLon inh: -5.9

The listing continues:
SMILES | Rpn11 inh | CSN inh | MsrA inh | FAS-TE inh | MT1-MMP act inh | Rin1-Abl PPI inh | MsrA act | MLLE-PAM2 inh | eLon inh
COc1ccc(C(c2nnnn2Cc2ccccc2)N2CCN(C/C=C/c3ccccc3)CC2)cc1 (configuration not stated) | i | 0.3 | 1.5 | 17.5 | 0.5 | 3.3 | 0.3 | -8.4 | -6.9
Cc1ccccc1-c1nc(CS(=O)(=O)CC(=O)NC(C)c2ccccc2)c(C)o1 (configuration not stated) | i | 0.5 | -0.9 | 7.1 | 0.8 | 1.0 | -0.5 | 5.8 | -4.3
CCN(CC(=O)Nc1ccc(NC(C)=O)cc1)C(=O)/C=C/c1ccco1 | i | -3.4 | -0.2 | -5.2 | 8.7 | -1.3 | -2.7 | -13.3 | -6.5
CCOC(=O)c1ccc(NC(=O)CSc2nc(N)c(NC(=O)c3ccc(Br)o3)c(=O)[nH]2)cc1 | i | 4.3 | 0.5 | 3.1 | 3.4 | 0.9 | -0.8 | -19.0 | 8.3
CCN(C(=O)/C=C/c1ccc(OC)cc1)C1CCCCC1 | i | -2.7 | 1.3 | 4.7 | 3.1 | -2.1 | -1.7 | 3.0 | -2.6
CC(=O)Nc1cccc(NC(=O)CS(=O)(=O)c2cn(CC(=O)N(C(C)C)C(C)C)c3ccccc23)c1 | i | 3.0 | -1.9 | -7.0 | -1.1 | -0.4 | -3.1 | 0.4 | -3.9
CCOC(=O)C1=C(N)n2c(s/c(=C\c3cccnc3)c2=O)=C(C#N)C1c1cccnc1 (configuration not stated) | i | 8.1 | 1.4 | -7.1 | 0.4 | -0.9 | -2.0 | 9.8 | -0.6
CC(C)(CO)NCc1ccccc1OCC(=O)Nc1ccccc1 | i | -2.3 | -0.3 | -5.9 | 4.0 | -1.1 | -9.7 | 0.1 | 1.1
CCOC(=O)c1c(-c2ccc(C)cc2)csc1NC(=O)CCSc1nnc2ccccn12 | i | 6.0 | -0.2 | 22.3 | 0.8 | 0.1 | -0.2 | -98.0 | -6.4
CCCC(=O)Nc1ccc(C(=O)NNC(=S)NC(=O)c2ccc(Br)o2)cc1 | i | -7.8 | 3.5 | -5.3 | 0.2 | 0.5 | -8.4 | 19.2 | 5.7
COc1ccc(NC(=O)C(NC(=O)c2ccc(C)cc2)c2ccccc2)cc1 (configuration not stated) | i | 0.0 | 0.7 | 11.4 | -0.6 | 1.1 | -3.5 | 9.2 | 1.6
Cc1ccc(/C=N/N2C(=S)SC(C)(C)C2N(O)C(=O)Nc2ccc([N+](=O)[O-])cc2)cc1 (configuration not stated) | i | -2.2 | 2.2 | -162.3 | -16.1 | -3.4 | -1.3 | 4.9 | 4.5
COc1cccc(-n2c(SCC(=O)NCc3cccs3)nc3ccccc3c2=O)c1 | i | -1.4 | 0.5 | 1.2 | 2.3 | -3.8 | -3.7 | -7.0 | 5.2
Cc1csc(NC(=O)CSc2nnc(CCNC(=O)c3cccs3)n2C)n1 | i | -2.5 | 0.5 | -7.6 | 0.3 | -0.6 | -9.4 | 6.5 | 3.5
O=C(O)CCS(=O)(=O)c1ccc(-c2ccccc2)cc1 | i | -5.5 | 1.1 | -1.5 | -3.3 | -0.1 | -14.5 | -7.8 | 18.9
CCOc1ccc(CC(=N)C2=C(O)CC(C)(C)CC2=O)cc1OCC | i | -2.2 | 1.8 | -6.0 | 4.7 | -1.1 | -4.2 | 8.0 | -17.1
Cc1ccc(S(=O)(=O)N(C)Cc2nc(-c3ccncc3)no2)cc1 | i | 3.3 | 0.3 | -6.6 | -0.1 | 3.1 | -0.3 | -15.2 | 1.1
Cc1n[nH]c(C)c1CCCCOc1ccc([N+](=O)[O-])cc1 | i | 0.5 | 2.2 | -2.2 | 7.7 | -3.7 | 0.7 | -2.8 | -6.0
CN1C(=O)[C@H]2[C@@H](/C=C/c3ccccc3)N3C(=O)CN(Cc4ccc(-c5ccccc5)cc4)C(=O)[C@@]3(C)[C@H]2C1=O | i | 2.9 | -0.4 | 5.8 | 4.5 | 3.6 | 0.8 | 3.4 | -2.8
CC(=O)c1ccccc1OC(=O)CCN1C(=O)c2ccccc2C1=O | i | 0.0 | 0.1 | -8.3 | -2.0 | -6.7 | -10.4 | -4.3 | 0.2
CN(CC(=O)Nc1ccccc1Cl)C(=O)COC(=O)CNC(=O)c1ccc(Br)o1 | i | -0.2 | -1.0 | -1.0 | 0.1 | -6.1 | -1.8 | -20.9 | -0.6
CCC(CO)Oc1cc(NC(=O)c2ccc(N)cc2)c2ncn(C(C)C)c2c1 (configuration not stated) | + | 22.9 | 1.0 | -7.5 | 10.7 | 3.2 | -1.3 | -10.4 | 9.7
CCC(C)NCCOCCOc1ccccc1-c1ccccc1 (configuration not stated) | i | 2.8 | -1.0 | -1.4 | 1.5 | 1.2 | -0.7 | -12.7 | -5.3
O=C(Nc1cccc(O)c1)C1CC(c2c(F)cccc2Cl)=NO1 (configuration not stated) | i | -4.5 | 1.3 | -1.4 | 0.5 | 3.1 | 0.6 | -3.9 | -2.0
Cc1ccc2c(c1)N(C(=O)CCC(=O)N1CCOCC1)CC(C)O2 (configuration not stated) | i | 8.1 | 0.8 | -7.4 | -1.5 | -0.4 | -2.4 | 15.5 | 2.0
Cc1ccc(Oc2nc3ccccn3c(=O)c2/C=C(\C#N)C(=O)NC2CCS(=O)(=O)C2)c(C)c1 (configuration not stated) | i | -6.8 | 1.6 | -0.8 | -2.0 | -1.8 | -1.7 | 0.0 | 6.3
COc1ccc(OC)c(C(=O)CSc2nccc(-c3ccc(Br)cc3)n2)c1 | i | -2.0 | 0.2 | 30.9 | -13.2 | 0.0 | 2.6 | -4.0 | 2.9
O=C(OCc1ccccc1)N1Cc2ccnnc2CC1c1ccccc1Br (configuration not stated) | i | -4.2 | 0.3 | 0.9 | 3.1 | -0.9 | -1.1 | 9.0 | -3.9
